Screening results deposited in PubChem by The Scripps Research Institute Molecular Screening Center.
LYPLA1 inh: LYPLA1 (human) inhibition in PME1 counter-screen | recombinant LYPLA1, FP-Rh probe fluorescence polarization | 320,000 compounds, 0.16% hits | inhibition, % at 5.9 µM | AID 2174 | O75608;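 active = inhibition above the mean of all tested compounds plus 3 SD, set per campaign, cut at about 14% in these data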;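 note: inhibitors block serine hydrolase probe labeling of LYPLA1 so polarization falls; 0% = enzyme with DMSO and 100% = wells lacking LYPLA1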
PREPL inhibitor: human PREPL enzyme inhibition; inhibition, % at 5.96 µM; recombinant PREPL, fluorescence polarization activity-based probe; Q4J6C6; 320,000 compounds, 0.68% hits; in the data active = inhibition above about 43%;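 note: 0% = enzyme with DMSO and 100% = wells lacking enzyme; many of its hits are not listed in these tables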
Target sequence (Q4J6C6 whole entry, looked up): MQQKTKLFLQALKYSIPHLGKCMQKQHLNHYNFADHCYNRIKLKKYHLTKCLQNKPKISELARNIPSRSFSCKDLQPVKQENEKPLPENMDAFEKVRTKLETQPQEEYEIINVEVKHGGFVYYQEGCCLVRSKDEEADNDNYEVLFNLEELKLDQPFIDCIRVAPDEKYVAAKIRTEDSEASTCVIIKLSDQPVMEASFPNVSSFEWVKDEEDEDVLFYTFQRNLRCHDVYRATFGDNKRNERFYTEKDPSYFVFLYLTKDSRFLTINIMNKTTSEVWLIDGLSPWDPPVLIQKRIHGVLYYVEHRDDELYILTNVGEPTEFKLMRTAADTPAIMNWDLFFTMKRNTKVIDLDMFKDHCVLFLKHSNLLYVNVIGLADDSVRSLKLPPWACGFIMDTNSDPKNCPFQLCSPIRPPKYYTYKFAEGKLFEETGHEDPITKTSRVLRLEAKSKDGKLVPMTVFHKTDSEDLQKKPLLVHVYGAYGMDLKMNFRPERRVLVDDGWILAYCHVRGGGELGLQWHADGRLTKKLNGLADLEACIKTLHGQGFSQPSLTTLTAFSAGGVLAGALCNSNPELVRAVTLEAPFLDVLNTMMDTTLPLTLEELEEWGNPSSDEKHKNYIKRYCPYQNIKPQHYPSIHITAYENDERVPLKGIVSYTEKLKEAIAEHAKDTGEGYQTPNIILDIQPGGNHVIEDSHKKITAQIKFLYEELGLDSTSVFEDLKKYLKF
PAD4 inh: inhibitors of human PAD4. Q9UM07. recombinant PAD4, RCA probe fluorescence polarization. inhibition, % at 6.36 µM. 330,000 compounds, 0.41% hits. AID 485272;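 active = percent inhibition above a cutoff equal to the mean of all tested compounds plus 3 SD, cut at about 15% in these data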;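 note: 0% = PAD4 with RCA probe and DMSO and 100% = probe without PAD4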
PAFAH1B3 inh: blocks human PAF acetylhydrolase 1B catalytic subunit 3 | inhibition, % at 3.39 µM | recombinant PAFAH1B3, FP-rhodamine probe, fluorescence polarization | Q15102 | 340,000 compounds, 0.28% hits;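 active = inhibition above the screen-wide average of all tested compounds plus 3 SD, cut at about 25% in these data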;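 note: 0% = enzyme with DMSO only and 100% = wells lacking PAFAH1B3 protein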
PAFAH1B2 inh: PAFAH1B2 (human) inhibition | recombinant PAFAH1B2, FP-rhodamine activity probe, fluorescence polarization | inhibition, % at 3.39 µM | 340,000 compounds, 1.2% hits | AID 492953;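 active = inhibition above the mean of all tested compounds plus 3 SD, cut at about 24% in these data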;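 note: 0% = enzyme with DMSO and 100% = wells lacking PAFAH1B2; many of its hits are not listed in these tables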
Target sequence (P68402 whole entry, looked up): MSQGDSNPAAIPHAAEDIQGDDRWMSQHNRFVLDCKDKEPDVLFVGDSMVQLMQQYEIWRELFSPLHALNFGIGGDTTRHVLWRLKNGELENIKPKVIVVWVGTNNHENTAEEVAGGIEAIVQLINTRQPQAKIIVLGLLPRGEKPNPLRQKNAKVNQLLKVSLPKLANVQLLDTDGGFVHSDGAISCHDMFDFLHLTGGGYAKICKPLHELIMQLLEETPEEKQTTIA
LYPLA2 inh: blocks human lysophospholipase 2, a PME1 counter-screen; recombinant LYPLA2, FP-Rh probe fluorescence polarization; inhibition, % at 5.9 µM; O95372; 320,000 compounds, 0.38% hits;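 active = inhibition above the screen-wide mean plus 3 SD, limit set per campaign, cut at about 26% in these data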;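 note: 0% = LYPLA2 with DMSO and 100% = wells lacking LYPLA2 enzyme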
PAFAH2 FP inh: inhibitors of human PAFAH2; Q99487; recombinant PAFAH2, FP-rhodamine activity probe, fluorescence polarization; inhibition, % at 3.39 µM; 340,000 compounds, 0.99% hits; AID 492956;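 active = inhibition above the mean over all tested compounds plus 3 SD, cut at about 30% in these data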;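 note: inhibitors block probe labeling of enzyme so polarization drops; 0% = enzyme with DMSO and 100% = wells lacking PAFAH2 protein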
pPAFAH FP inh: inhibitors of human plasma PAF acetylhydrolase (pPAFAH); Q13093; recombinant pPAFAH, FP-rhodamine probe fluorescence polarization; inhibition, % at 3.39 µM; 330,000 compounds, 1.5% hits;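 active = inhibition above the mean inhibition across the screen plus 3 SD, cut at about 25% in these data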;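 note: inhibitors block binding of the rhodamine activity-based probe so polarization drops; 0% = enzyme with DMSO and 100% = wells lacking pPAFAH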
GSTO1 inh: GSTO1 inhibition, counter-screen for RBBP9 inhibitors; P78417; recombinant GSTO1, activity-based probe fluorescence polarization; inhibition, % at 5.96 µM; 300,000 compounds, 1.1% hits; AID 1974;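 active = inhibition above the campaign mean inhibition plus 3 SD, cut at about 35% in these data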;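 note: 0% = GSTO1-1 with DMSO and 100% = wells lacking GSTO1-1 enzyme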
* hit, by the source's call; . = no result given. These rows are one share of the data; rates above refer to the full screens.

SMILES	LYPLA1 inh	PREPL inhibitor	PAD4 inh	PAFAH1B3 inh	PAFAH1B2 inh	LYPLA2 inh	PAFAH2 FP inh	pPAFAH FP inh	GSTO1 inh
O=C(NCCS(=O)(=O)N1CCN(c2ccccc2F)CC1)c1cccs1	0	-15	-1	1	1	9	4	4	-10
COc1cc(/C=N/NC(=O)c2cccc([N+](=O)[O-])c2)ccc1OCc1ccc(C)cc1	-6	24	1	-1	-8	-3	-16	-2	-4
CCCOC(=S)N/C(=N\S(=O)(=O)c1ccccc1)c1ccccc1	1	4	-3	7	-5	-3	-6	-7	4
COC(=O)C(/C=N/O)NC(=O)c1ccccc1 (centres undefined)	0	9	-4	-1	2	-3	2	7	-6
O=C(NCC1CCCO1)C1C2C=CC3(CN(Cc4cccs4)C(=O)C13)O2 (centres undefined)	0	2	0	8	6	-1	0	-1	-1
CC1(OC(=O)C2CCCC2)C(=O)C=C2C=C3CCCCN3C=C2C1=O (centres undefined)	2	7	0	5	5	6	9	23	51*
Cc1cc(=O)[nH]c(SCC(=O)Nc2cccc(S(=O)(=O)N3CCOCC3)c2)n1	2	4	1	0	2	5	5	2	.
COCCN(C(=O)COc1ccccc1C#N)c1c(N)n(Cc2ccccc2)c(=O)[nH]c1=O	0	0	-1	13	4	0	2	-2	5
CCOc1ccc(NC(=O)CN2CCN(CC(=O)Nc3cccc(F)c3)CC2)cc1	2	-7	4	7	3	5	-7	8	4
O=C(COc1ccc(Cl)cc1)Nc1cc2c3c(c1)CC(=O)N3CCC2	0	47*	-6	7	8	-1	-4	18	9
CCOC(=O)C1CCN(S(=O)(=O)c2cccc(-c3cn4cccc(C)c4n3)c2)CC1	-7	11	-5	-3	-2	-4	3	3	-10
Cc1ccccc1OCc1nnc2n1CC(C)S2 (centres undefined)	2	-8	0	9	2	-3	10	0	13
CN(CCc1ccccn1)C(=O)CCC1CCCN(C(=O)c2c(F)ccc(F)c2F)C1 (centres undefined)	9	2	-2	9	2	5	1	-4	-2
O=C(NCCCN1CCCC1=O)c1cc2c(s1)CCCCC2	3	-2	2	3	4	7	1	1	6
Cc1ccc(NC(=O)Cn2cc(C(F)(F)F)cc(Cl)c2=O)cc1S(=O)(=O)N1CCCCC1	-1	12	4	-3	3	-5	-5	5	-7
CS(=O)(=O)Nc1cccc(C2=NN(C(=O)c3ccco3)C(c3ccco3)C2)c1 (centres undefined)	-1	-2	-2	-2	1	-1	1	1	-6
COc1ccc(S(=O)(=O)NCc2csc(C)n2)cc1	-2	-3	-4	10	3	1	0	-4	7
Cc1c(N(C(=O)Cc2cccs2)C2(C(=O)NC3CCCC3)CCCCC2)c(=O)n(-c2ccccc2)n1C	0	-3	3	2	0	2	-2	2	-4
CC(NC(=O)CSc1nc2ccccc2n1C)c1ccccc1 (centres undefined)	-4	1	-4	2	3	0	9	1	5
CCC(C)[C@H]1CNCCN1CCc1cccc2ccccc12 (some centres undefined)	-4	25	2	0	4	-3	6	5	9
Cc1ccc(NC(=O)CN(C)C(=O)Cn2c(=O)oc3ccccc32)cc1	-2	8	-4	2	-5	5	-9	1	.
CC(=O)NCCN1C(=O)S/C(=C\c2cccs2)C1=O	2	4	7	5	6	2	-6	6	8
Cc1ccc(C(=O)N2C(CC(=O)Nc3ccc(Cl)cc3)C(=O)NC3CCCCC32)cc1 (centres undefined)	0	-18	2	-3	11	5	-2	1	1
C=CCN(CC=C)C(=S)NC(=O)c1ccc(C)c(Br)c1	-3	0	-4	-2	9	2	-2	4	-2
O=C(NC(Nc1nc2ccc([N+](=O)[O-])cc2s1)(C(F)(F)F)C(F)(F)F)c1cccnc1	-3	3	1	10	5	-5	-3	7	4
Additional results
SMILES	LYPLA1 inh	PREPL inhibitor	PAD4 inh	PAFAH1B3 inh	PAFAH1B2 inh	LYPLA2 inh	PAFAH2 FP inh	pPAFAH FP inh	GSTO1 inh
CCCCn1c(N)c(N(CC(C)C)C(=O)c2c(CC)noc2C)c(=O)[nH]c1=O	-2	0	2	0	-3	-1	-4	3	6
COc1ccc(OC)c(S(=O)(=O)N2CCCC(C(=O)N3CCCCCC3)C2)c1 (centres undefined)	1	8	-3	9	0	3	0	3	3
COc1cccc(C(=O)N2CCN(Cc3ccc(OC)cc3OC)CC2)c1	2	19	-4	5	7	3	4	2	3
COC(=O)c1cc(NC(=O)CN2CCc3cc4c(cc3C2)OCCCO4)cc(C(=O)OC)c1	2	11	-5	5	-8	-2	-1	3	12
C/C(=N/NC(=O)c1ccc(Cl)s1)c1ccc(NC(=O)COc2ccc(Cl)cc2)cc1	-5	-12	-5	-9	2	-7	-24	-11	-1
OCC(CO)(CO)N=Cc1cc(Br)ccc1O	-3	4	3	-13	7	-5	5	-5	7
COC(=O)CSc1nc2c(c(=O)n(C)c(=O)n2C)n1CCCc1ccccc1	1	1	2	7	-2	6	-8	3	5
CCOc1ccc(-c2cn(-c3ccc(OC)cc3)c(SC)n2)cc1	6	13	4	1	6	13	16	16	4
CC1(c2ccc3noc(-c4ccccc4)c3c2)OCCO1	3	-4	-1	-1	5	9	6	4	8
O=C(c1ccc(F)cc1)c1ccc(N2CCCCC2)cc1	1	19	-7	1	3	0	-1	10	-2
Cc1nc2ccc(NC(=O)c3ccc([N+](=O)[O-])cc3[N+](=O)[O-])cc2s1	2	5	-3	2	0	19	3	1	-1
CN(C)C(=O)CCC(=O)N(C)CC1CCCN(CCc2ccc(F)cc2)C1 (centres undefined)	-1	4	-1	3	1	2	-1	-7	3
CCn1c(=O)n(CC(=O)N2CC(C)CC(C)C2)c(=O)c2ccccc21 (centres undefined)	1	2	-6	-3	8	1	-5	-8	-4
CC(=O)c1ccc(NS(=O)(=O)Cc2ccccc2)cc1	3	0	1	4	6	1	2	3	5
COc1ccccc1C(=O)NCCC(=O)NNC(=O)C1COc2ccccc2O1 (centres undefined)	1	-4	-3	1	5	-3	4	1	-1
O=C(N[C@@H]1C/C=C\C[C@@H](CC(=O)N(CCO)Cc2ccccc2)C(=O)N[C@H](Cc2ccccc2)COC1=O)OCC1c2ccccc2-c2ccccc21	.	27	2	-5	3	.	0	7	.
COc1cccc(C(=O)NCC(=O)OCC(=O)NC2CCCCC2)c1	.	6	3	8	3	.	9	5	.
O=C(NC1CC1)C1CCN(Cc2cnn(-c3ccccc3)c2-n2cccc2)CC1	1	6	0	2	-1	5	-10	5	-7
C/C(=N/NC(=O)CNC(=O)C1COc2ccccc2O1)c1ccc([N+](=O)[O-])cc1 (centres undefined)	-1	17	-2	2	3	8	-5	4	4
O=C(COC(=O)CCCNC(=O)c1ccc(Cl)cc1)NCc1ccccc1Cl	2	-39	4	4	-3	7	20	10	7
CC1(C)Cc2c(sc(NC(=O)C(=O)N3CCCC3)c2C(=O)O)CO1	-7	0	1	1	6	-4	-1	-4	10
C=CCNC(=S)NCc1ccc(CNC(=S)NCC=C)cc1	1	21	1	-4	4	-1	-2	-3	-6
O=C1C2CC=C(Cl)CC2C(=O)N1CC1OCCc2ccccc21 (centres undefined)	1	1	-2	10	10	-3	16	6	11
Cc1ccc(C(=O)Nc2cc3c(oc2=O)CCCC3=O)cc1	2	6	-3	0	2	6	2	2	0
COc1ccc(C(=O)Nc2ccc(NC(=O)c3cccc(F)c3)cn2)cc1	-1	-5	1	-4	-5	0	-3	5	4
Later entries
SMILES	LYPLA1 inh	PREPL inhibitor	PAD4 inh	PAFAH1B3 inh	PAFAH1B2 inh	LYPLA2 inh	PAFAH2 FP inh	pPAFAH FP inh	GSTO1 inh
CN(C)c1ccc(CCc2ccc(N)cc2)cc1	0	4	-2	5	2	2	-1	-2	-6
Cc1cc2ccccc2c(=O)n1CC(=O)NCC(=O)N1CCN(c2ccccc2F)CC1	-2	9	4	-1	2	-2	9	9	-4
FC(F)(F)c1cnc(-c2cnc(-c3ccncc3)nc2)c(Cl)c1	3	2	-3	6	5	4	9	1	2
CCOC(=O)CCc1c(C)n[nH]c1C	-3	12	-5	-3	2	1	-6	-5	8
COCCN(Cc1ccccc1)C(=O)C1CCN(C(=O)Nc2ccccc2)CC1	.	17	-3	11	4	.	3	-1	.
O=C(O)c1cc(NS(=O)(=O)c2ccc(NC3CCCCC3)c([N+](=O)[O-])c2)cc(C(=O)O)c1	2	15	0	-5	8	1	-4	4	3
CC(=O)Nc1ccc2nc(C3CC3)n(Cc3ccc(Cl)cc3)c(=O)c2c1	4	-13	-2	16	2	22	3	-2	-4
CCOC(=O)c1ccc(S(=O)(=O)Nc2cc(C(C)(C)C)no2)cc1	7	2	3	3	3	9	4	2	-4
COc1ccc(N2CCN(S(=O)(=O)CCNC(=O)/C=C/c3ccccc3)CC2)cc1	0	21	-2	-6	6	3	-3	3	6
Cc1ccc(Cn2c(SCC(N)=O)nc3c2c(=O)n(C)c(=O)n3C)cc1	2	20	0	6	2	2	4	-9	-5
O=C(Cc1ccccc1)Nc1scc(-c2ccccc2)c1C(=O)N1CCOCC1	-2	0	3	0	7	4	6	2	-2
CCC1SC(C)C/C(=N/NC(N)=O)C1C (centres undefined)	-3	-6	0	3	12	1	-3	6	1
COc1ccccc1NC(=O)C1CCCN(S(=O)(=O)c2cccc3nsnc23)C1 (centres undefined)	0	-5	3	9	5	-1	6	1	-7
C=CCN1CN(CCc2ccccc2)CNC1=S	1	2	-3	.	.	-1	.	-5	-6
CCOc1ccc(CN2CCN(Cc3nc(C(C)C)cs3)CC2CCO)cc1 (centres undefined)	0	18	3	.	.	-3	.	0	5
CCC(c1nnnn1C1CCCC1)N(Cc1cccs1)Cc1cc2cccc(C)c2[nH]c1=O (centres undefined)	-1	-6	-5	-3	-2	1	-2	-3	-5
COc1ccc([C@@H]2CC(=O)c3c(O)cc(O[C@@H]4O[C@H](CO[C@@H]5O[C@@H](C)[C@H](O)[C@@H](O)[C@H]5O)[C@@H](O)[C@H](O)[C@H]4O)cc3O2)cc1O	-2	18	-4	9	-2	18	-13	1	12
Cc1ccc(-c2nnc(OCCN3CCOCC3)c3ccccc23)cc1	2	-6	1	5	1	-2	1	7	6
COCCNC(=O)C(c1ccc(F)cc1)N(Cc1ccco1)C(=O)CCC(=O)Nc1nccs1 (centres undefined)	-2	-3	3	9	0	-5	6	-15	5
CCCCN(C(=O)c1cccc(N2C(=O)c3ccccc3C2=O)c1)c1c(N)n(CC(C)C)c(=O)[nH]c1=O	-5	13	-7	14	0	-11	-1	-4	.
COc1cccc(C(=O)N(Cc2ccco2)c2c(N)n(Cc3ccccc3)c(=O)[nH]c2=O)c1	-1	8	-1	6	20	-4	5	6	.
COc1ccc(S(=O)(=O)N(C)C[C@H]2Oc3ccc(NS(=O)(=O)c4ccccc4)cc3CC(=O)N([C@H](C)CO)C[C@@H]2C)cc1	.	17	4	11	11	.	5	15	.
CC(=O)N1c2ccccc2C(C)(C)C2CCC(C)CC21 (centres undefined)	0	3	1	6	8	2	-5	-3	12
COc1ccc(C2N(c3ccc(F)cc3)C(=O)C3CCCN32)cc1 (centres undefined)	0	-4	-1	8	1	-3	-3	1	-1
CC12CCC(=O)N1C(C(=O)OCc1c(Cl)cccc1Cl)CS2 (centres undefined)	-2	0	2	9	1	-4	-14	3	-6

Sorted by count of non-hydrogen atoms (highest first): some entries from above
SMILES	LYPLA1 inh	PREPL inhibitor	PAD4 inh	PAFAH1B3 inh	PAFAH1B2 inh	LYPLA2 inh	PAFAH2 FP inh	pPAFAH FP inh	GSTO1 inh
COc1ccc(N2CCN(S(=O)(=O)CCNC(=O)/C=C/c3ccccc3)CC2)cc1	0	21	-2	-6	6	3	-3	3	6
CC(=O)N1c2ccccc2C(C)(C)C2CCC(C)CC21 (centres undefined)	0	3	1	6	8	2	-5	-3	12
C=CCN1CN(CCc2ccccc2)CNC1=S	1	2	-3	.	.	-1	.	-5	-6
